# Cneo AK release: Cryptococcus neoformans lysis via adenylate kinase release; lysis activity, % at 15 µM; C. neoformans lysis, adenylate kinase release luminescence, 4 h; normalised: neutral wells 0, clomiphene wells 100; hit rate 0.2% among 360,000;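 active = mean lysis activity across replicates of at least 80%, whatever share of replicates individually reach that level; inactive = mean lysis activity below 80%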
#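 Assay system: Cryptococcus neoformans yeast cells / Dosing: single-point compound dose / Timing: 4 h at 37 °C static, read 1 h later / Measured by: luminescence of released adenylate kinase using an AK detection reagent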
# PGC1a acetyl inh: modulators of PGC1a acetylation | hit rate 0.17% among 350,000 | U2OS PGC1a acetylation, AlphaScreen anti-acetyl-lysine; with virally co-expressed GCN5 acetyltransferase | inhibition, % at 15.6 µM;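 active = every replicate shows inhibition of at least 40%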;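 also: 0% = neutral control wells and 100% = positive control wells; some results beyond the cut were filed as inactive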
# ARNT TACC3 PPI: disrupts binding between human ARNT and TACC3. hit rate 0.66% among 390,000. inhibition, % at 9.99 µM. Q9Y6A5. AlphaScreen His-ARNT PAS-B/GST-TACC3 binding, luminescence; TACC3 fragment carries E629A point mutation. AID 623870;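 active = mean inhibition of replicates at least 50% and at least half of replicates each reaching 50%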;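 also: 0% = complete ARNT plus TACC3 wells and 100% = ARNT alone without TACC3; many hits fall short of the cut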
# INS-1E GSIS act: GLuc luminescence reporter in INS-1E cells, primary screen for activators of glucose-dependent secretion of insulin; activation, % at 16.6 µM; hit rate 0.61% among 370,000; AID 743287; INS-1E GLuc reporter insulin secretion, 2-3 h;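 active = lowest replicate activation of at least 40%, so every replicate reaches that level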;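 also: 0% = median of neutral control wells and 100% = median of IBMX positive control wells; some compounds called inactive have numbers as strong as hits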
# LGR2 antag: inhibitors of bursicon-induced Drosophila LGR2 receptor cAMP signaling; HEK293 LGR2, CRE-luciferase, bursicon-stimulated, 4 h; inhibition, % at 9.99 µM; hit rate 0.35% among 380,000;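 active = drop in luminescence signal, shown as inhibition above about 50% in the replicate tests, limit read from the data, passing the limit was not always enough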;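 also: agonist challenge used bursicon conditioned medium at about half maximal strength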
# PglD DTNB: blocks C. jejuni PglD acetyltransferase activity | inhibition, % at 12.5 µM | hit rate 0.098% among 360,000 | purified PglD enzyme, DTNB colorimetric CoA detection | AID 602405; in the data active = inhibition above about 16%, passing the limit was not always enough; also: strong numbers were not always called active
# PAX8 inh HTS: PAX8 transcriptional activity inhibition; RMG-I TPO-luciferase reporter, SteadyGlo, 24 h; inhibition, % at 12.6 µM; hit rate 1.2% among 360,000;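 active = mean replicate inhibition at least 60% with every replicate also reaching 60%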;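 also: luciferase light reporting Pax8 driven TPO promoter activity; plate controls were median of neutral control wells for no effect and mitoxantrone controls for full effect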
# C2C12 statin: suppressors of simvastatin-induced myotoxicity in C2C12 myotubes; AID 602340; hit rate 0.78% among 330,000; rescue of ATP level, % at 7.49 µM; ATP luminescence, 48 h; scaled: DMSO 0, geranylgeraniol control 100;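 active = mean ATP rescue above about 67%, or every replicate alone reaching that limit, limit read from the data, passing the limit was not always enough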;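 also: myotubes were challenged with 10 µM simvastatin during compound exposure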
# Active calls of the source: *; . = no result given; & = joins results of further samples.
SMILES,Cneo AK release,PGC1a acetyl inh,ARNT TACC3 PPI,INS-1E GSIS act,LGR2 antag,PglD DTNB,PAX8 inh HTS,C2C12 statin
Oc1c(Br)cc(Cl)cc1C=Nc1ccc(N2CCOCC2)cc1,14,14,.,3,26,5,-4,.
CC(C)[C@H](NC(N)=O)C(=O)Nc1cccc(S(=O)(=O)NC2=NCCCCC2)c1,0,-4,1,19,6,-1,.,1
CCCN1C[C@@H](C)[C@@H](OC)CN(C)C(=O)c2ccc(NS(=O)(=O)c3cn(C)cn3)cc2OC[C@H]1C,3,-2,-3,12,-14,-3,-7,-2
COC(=O)c1cc(-c2ccc(C)cc2)n[nH]1,.,7,-3,4,.,.,-127,.
O=C(COC(=O)CCN=C1NS(=O)(=O)c2ccccc21)NC1CCCCCCC1,0,-1,2,-3,9,5,-6,.
Cc1ccccc1N1CCN(C2CCCN(C(=O)CCN3CCCO3)C2)CC1 (stereo not drawn),-4,1,-4,16,4,-1,0,4
COc1ccc(C(N)c2csc(Nc3ccc(C(=O)c4ccccc4)cc3)n2)cc1 (stereo not drawn),1,-6,.,.,24,1,6,-13
COc1cccc(CNS(=O)(=O)c2c(C(=O)N3CCCCC3)c(C)n(C)c2C)c1,-4,3,1,-7,3,1,6,-1
Cc1nnc2ccc(N3CCCC3)nn12,-1,0,.,.,.,1,-15,.
COC(=O)c1ccccc1NC(=O)NCc1cccnc1,-1,7,-10,.,.,-4,-25,6
COc1ccc(CNC(=O)C2CCCN(Cc3nc(-c4cccc(C)c4)oc3C)C2)cc1 (stereo not drawn),.,14,5,-24,9,.,24,-2
Cc1ccc2c(c1)c1c3n2CCNC3CCC1 (stereo not drawn),-1&1,-13,8&6,12&-4,-24&7,-7&-1,4&0,-5&7
C[C@H](NC(=O)C[C@H]1C[C@H]2c3cc(NC(=O)Nc4ccc(C(F)(F)F)cc4)ccc3O[C@H]2[C@H](CO)O1)c1ccccc1,5,5,-1,9,6,2,9,-4
O=C(Nc1ccccc1C(=O)N1CCCCCC1)c1ccccc1,.,.,-7,13,1,.,-10,.
CC(C)c1nc2oc3c(NCC4CCCO4)ncnc3c2c2c1CCC2 (stereo not drawn),1,6,3,.,.,9,19,-46
C[C@H](NC(=O)c1ccccc1Cl)C(=O)OC(C(=O)Nc1cc(C(F)(F)F)ccc1Cl)c1ccccc1 (stereo partly drawn),2,-8,.,.,.,-1,.,14
C[C@@H]1CN([C@H](C)CO)S(=O)(=O)c2ccc(-c3cccc(F)c3)cc2O[C@H]1CN(C)C,-18,0,-3,-4,-13,2,.,-2
CCc1nc(Nc2ccc3nccnc3c2)c2oc3ccccc3c2n1,-2,9,-3,16,5,-4,.,-79
CNC[C@H]1Oc2ccc(NC(=O)Nc3c(C)noc3C)cc2C(=O)N([C@H](C)CO)C[C@@H]1C,-9,-5,-4,5,-16,4,-23,-26
Cc1csc(NC(=O)c2cn3ccccc3n2)n1,-34,2,43,6,89*,-2,78*,.
CCc1ccc(-n2cnc3cc(C(=O)NCC(OC)OC)ccc32)cc1,0,-2,-6,15,-9,5,5,-7
O=C(O)C1(C(=O)O)CCCC1,-1,6,-2,20,3,0,1,3
COc1ccc(NC(=O)/C=C/c2cccc(Br)c2)cn1,-1,.,1,-7,-66,-1,-121,-3
O=C(N[C@@H]1CC[C@@H](CC(=O)N2CCN(c3ccccc3)CC2)O[C@H]1CO)c1ccccc1,-1,-13,-7,3,-12,-2,13,-4
COc1cccc(-n2c(Cn3nc(C(F)F)cc3C(F)F)n[nH]c2=S)c1,.,-5,0,11,1,.,17,.
COc1ccc(CCN(C)Cc2ccc(OCc3ccccc3)c(OC)c2)cc1OC,0,-5,6,-15,0,-1,.,-5
S=C(Nc1nc2c(s1)CCCC2)NC1CC1,5,1,0,13,-54,4,-187,-1
C=CCC1(CC=C)CCCN1C(=O)c1cc(COc2ccccc2SC)on1,0,-3,-5,-23,6,-3,0,-10
O=C(O)C[C@@H]1CC[C@@H](NC(=O)Nc2ccccc2)[C@@H](CO)O1,52,9,13,-2,-4,7,-2,-5
CCOCCn1c(=O)c2c(nc3n2CC(C)CN3Cc2ccccc2)n(C)c1=O (stereo not drawn),-1,8,-4,4,10,1,0,8

# Some of these compounds in order of length of the SMILES, largest number first.
SMILES,Cneo AK release,PGC1a acetyl inh,ARNT TACC3 PPI,INS-1E GSIS act,LGR2 antag,PglD DTNB,PAX8 inh HTS,C2C12 statin
C[C@H](NC(=O)C[C@H]1C[C@H]2c3cc(NC(=O)Nc4ccc(C(F)(F)F)cc4)ccc3O[C@H]2[C@H](CO)O1)c1ccccc1,5,5,-1,9,6,2,9,-4
C[C@H](NC(=O)c1ccccc1Cl)C(=O)OC(C(=O)Nc1cc(C(F)(F)F)ccc1Cl)c1ccccc1 (stereo partly drawn),2,-8,.,.,.,-1,.,14
C[C@@H]1CN([C@H](C)CO)S(=O)(=O)c2ccc(-c3cccc(F)c3)cc2O[C@H]1CN(C)C,-18,0,-3,-4,-13,2,.,-2
CNC[C@H]1Oc2ccc(NC(=O)Nc3c(C)noc3C)cc2C(=O)N([C@H](C)CO)C[C@@H]1C,-9,-5,-4,5,-16,4,-23,-26
O=C(N[C@@H]1CC[C@@H](CC(=O)N2CCN(c3ccccc3)CC2)O[C@H]1CO)c1ccccc1,-1,-13,-7,3,-12,-2,13,-4
CCOCCn1c(=O)c2c(nc3n2CC(C)CN3Cc2ccccc2)n(C)c1=O (stereo not drawn),-1,8,-4,4,10,1,0,8
COc1ccc(CCN(C)Cc2ccc(OCc3ccccc3)c(OC)c2)cc1OC,0,-5,6,-15,0,-1,.,-5
C=CCC1(CC=C)CCCN1C(=O)c1cc(COc2ccccc2SC)on1,0,-3,-5,-23,6,-3,0,-10
CC(C)c1nc2oc3c(NCC4CCCO4)ncnc3c2c2c1CCC2 (stereo not drawn),1,6,3,.,.,9,19,-46
CCc1nc(Nc2ccc3nccnc3c2)c2oc3ccccc3c2n1,-2,9,-3,16,5,-4,.,-79
O=C(Nc1ccccc1C(=O)N1CCCCCC1)c1ccccc1,.,.,-7,13,1,.,-10,.
COc1ccc(NC(=O)/C=C/c2cccc(Br)c2)cn1,-1,.,1,-7,-66,-1,-121,-3
Cc1csc(NC(=O)c2cn3ccccc3n2)n1,-34,2,43,6,89*,-2,78*,.
S=C(Nc1nc2c(s1)CCCC2)NC1CC1,5,1,0,13,-54,4,-187,-1
O=C(O)C1(C(=O)O)CCCC1,-1,6,-2,20,3,0,1,3

# Arranged by value in PglD DTNB (rising): three from the list above
SMILES	PglD DTNB
O=C(N[C@@H]1CC[C@@H](CC(=O)N2CCN(c3ccccc3)CC2)O[C@H]1CO)c1ccccc1	-2
COc1ccc(CCN(C)Cc2ccc(OCc3ccccc3)c(OC)c2)cc1OC	-1
CCc1ccc(-n2cnc3cc(C(=O)NCC(OC)OC)ccc32)cc1	5

# (listing goes on)
SMILES,Cneo AK release,PGC1a acetyl inh,ARNT TACC3 PPI,INS-1E GSIS act,LGR2 antag,PglD DTNB,PAX8 inh HTS,C2C12 statin
Nc1nc(C(=O)N2CCOCC2)nn1S(=O)(=O)c1ccccc1,0,-2,-3,-3,.,6,.,.
COc1ccc(Nc2ncnc3sc(C)cc23)cc1,11,-20,9,.,.,1,.,-16
COCC(=O)N1CC[C@@H]2[C@H]1c1cc(-c3ccc(C#N)cc3)ccc1N[C@@H]2CO,-9,14,.,44,-6,5,-9,2
O=C(CN1CCN(c2ccc(O)cc2)CC1)Nc1cc(S(=O)(=O)N2CCCC2)ccc1Cl,.,-15,33,0,11,.,11,.
O=C(N[C@H]1CC[C@H](CCNS(=O)(=O)c2ccccc2)O[C@H]1CO)c1cccnc1,0,0,-1,-5,-42,0,4,2
CNC[C@H]1Oc2c(NC(=O)Nc3c(C)noc3C)cccc2C(=O)N([C@H](C)CO)C[C@@H]1C,4,1,-10,20,-10,9,-11,-48
N#C/C(=C\c1ccc(N2CCOCC2)o1)c1nc2ccccc2[nH]1,-8,-16,17,.,.,2,.,-37
COc1ccc(Cn2cccc(NC(=O)Nc3cccc(OC)c3)c2=O)cc1,-2,-1,9,-14,3,3,14,3
CN1C(=O)c2cc(NC(=O)Nc3ccccc3Cl)ccc2OC[C@H]2O[C@@H](CC(=O)NCCCN3CCOCC3)CC[C@H]21,3,.,-2,17,-5,0,6,0
COc1ccccc1NC(=O)COC(=O)c1cc([N+](=O)[O-])ccc1N1CCCC1,-1,-6,.,8,2,0,3,5
CCOc1ccc(Cl)cc1CNc1nnnn1C,2,.,.,-1,15,0,17,5
Cc1ccc(OCCSc2nnc(-c3cccs3)n2C)cc1,-1,1,-4,.,.,-1,.,-6
CC=Cc1ccc2n(c1=O)C[C@H]1[C@H](CO)[C@@H](C(=O)NCC3CCCCC3)N(C(=O)CC)[C@@H]21 (mixture of isomers),-1,-11,-3,6,1,-1,6,1
Cc1nc2ccc(Br)cn2c1C(=O)N/N=C\c1ccccc1Cl,-2,7,3,-8,-4,2,-13,-1
Cc1cccc(N(CC(=O)NC2CCCCC2)C(=O)Cn2nnc(-c3ccc(C)o3)n2)c1,.,-8,4,-23,7,.,13,.
C#CCN1C(=O)S/C(=C/c2cc(C)n(CC)c2C)C1=O,.,.,0,5,-40,.,-232,.
N#CCCN1CCN(S(=O)(=O)c2ccc(S(=O)(=O)NC3CCCCC3)cc2)CC1,0,-1,.,0,-3,-2,-2,-5
COCC(C)n1c(C)cc(C(=O)COC(=O)c2cnc(Cl)c(Cl)c2)c1C (stereo not drawn),1,.,11,-31,2,4,2,-7
Cc1ccc(N(C(=O)CNC(=O)c2ccco2)C(C(=O)NC2CCCCC2)c2ccncc2)cc1F (stereo not drawn),1,-3,7,-7,4,0,23,-8
CCOC(=O)C(=NO)C1=CSC2=NNC(C)(C)N12,-14,4,.,.,-6,-4,7,5
O=C(N/N=C/c1ccc(O)cc1)c1cc(-c2ccc3c(c2)OCO3)n[nH]1,-9,.,2,14,-27,1,-3,3
C[C@@H]1CN([C@H](C)CO)C(=O)Cc2cc(NC(=O)CCN3CCOCC3)ccc2O[C@@H]1CN(C)Cc1ccc(C(=O)Nc2ccccc2N)cc1,.,5,.,1,-7,.,4,.
Cc1cc(C)cc(N(C(C)C(=O)Nc2c(C)n(C)n(-c3ccccc3)c2=O)S(C)(=O)=O)c1 (stereo not drawn),-2,1,-2,.,.,1,.,5
CCCCN1CC(=O)N2[C@@H]3c4cc(OC)ccc4OC[C@@H]3[C@H](C(=O)OCC)[C@]2(C)C1=O,-5,.,-4,-3,-10,3,2,9
COC(=O)c1ccc(NC(=O)CSc2nnc(COc3c(C)cccc3C)o2)cc1,0,-4,9,.,.,3,-20,7
COc1cc(NC(=O)C2(C)CCN2C(C)C)cc(OC)c1OC (stereo not drawn),0,-6,.,-11,4,1,1,10
CC(Sc1nc(NC(C)(C)C)nc(N(C)C)n1)C(=O)Nc1ccccc1 (stereo not drawn),-4,-18,-1,.,-16,1,10,13
COc1ccc(CCc2ccc3cc(OC)ccc3n2)cc1,.,-1,10,20,-32,.,-82,1
CNC[C@@H]1Oc2cc(-c3ccc(C(=O)N(C)C)cc3)ccc2S(=O)(=O)N([C@H](C)CO)C[C@H]1C,0,9,-2,20,0,2,.,1
COc1ccc(NC(=O)N(C)C[C@H]2Oc3ncc(Br)cc3C(=O)N([C@H](C)CO)C[C@@H]2C)cc1,2&0,2&5,-7,0&9,-15&24,-2&3,-2,5&-9
CCCN(C)C[C@@H]1Oc2cc(-c3cccnc3)ccc2S(=O)(=O)N([C@H](C)CO)C[C@@H]1C,1,-19,-2,-13,2,2,.,7
